Screening results from PubChem BioAssay.
b-catenin transl: alters nuclear translocation of beta-catenin in HeLa cells | immunofluorescence imaging | nuclear translocation activity, % at 5 µM | 190,000 compounds, 0.3% hits;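 active = nuclear translocation activity above 50% at 5 µM, with a well cell count of 50 or more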;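 note: per-cell ratio of nuclear to cytoplasmic median beta-catenin stain intensity; plate controls were DMSO negative control for no effect and GSK-3 inhibitor IX positive control for full effect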
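System: HeLa cells, endogenous beta-catenin; compound dosing: 5 µM primary single dose, 0.1% DMSO, 0.02–20 µM confirmation series; incubation: 24 h compound exposure at 37°C, 5% CO2; signal: beta-catenin immunofluorescence imaging with DAPI; evaluation: % activation, nuclear-to-cytoplasmic median beta-catenin signal ratio per cell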
RSV CPE inhibition: RSV antiviral activity via CPE protection, HEp-2 cells, primary 10 µM value included (AID 2391); HEp-2 cells, RSV-induced CPE inhibition; higher % means a stronger effect; one-dose CPE inhibition, % at 10 µM; IC50 in µM for titrated hits; 310,000 compounds, 0.13% hits; in the data active = a potency from the dose series; note: strong numbers were not always called active
Rac1 GTP hydrolysis: MgcRacGAP GTPase-activating activity inhibitors, confirmation, biochemical, ADP Hunter fluorescence | MgcRacGAP-stimulated Rac1 GTP hydrolysis, ADP Hunter fluorescence; higher % means a stronger effect; GST-tagged Rac1 F28L mutant substrate | one-dose inhibition, % at 30 µM; IC50 in µM for titrated hits | 340,000 compounds, 0.6% hits;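 active = first-screen hits whose inhibition reached a set limit at any dose in the follow-up dose series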;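 note: fluorescence reports GDP produced by GAP-driven GTP hydrolysis; strong numbers were not always called active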
T cell modulator: modulates CD8 T cell binding to vesicles; 330,000 compounds, 0.068% hits; calls only at 7 µM; 2C CD8+ T cell-vesicle binding, flow cytometry; stronger effect = lower value;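 active = response, share of CD8 T cells binding vesicles, and their 90th percentile fluorescence all below set limits, cut at about 80% in these data, passing the limit was not always enough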
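Benchmarks: naked versus QL9-loaded vesicles / Assay system: purified 2C TCR transgenic mouse naive CD8+ T cells / Technique: high-throughput flow cytometry with anti-B7-1 and anti-CD8 staining / Timing: Cell–vesicle co-incubation 1.5 h at 37 °C, staining 20 min on ice / Read-out: percent CD8+ FL2 mean versus row control / Probe or stimulus: QL9-loaded Drosophila micro-vesicles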
Myeloid diff MLP: promotes myeloid progenitor differentiation. ER-HoxA9 myeloid progenitors, lysozyme-GFP differentiation, flow cytometry. calls only at 10 µM. 360,000 compounds, 1% hits. AID 624256;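 active = normalized GFP-positive differentiation at or above the plate's own cutoff, the solvent-only control mean plus 3 SD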;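 note: cells exposed to compound for four days before flow analysis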
WT yeast gro inh: growth inhibition of WT yeast, mitochondrial fusion screen | AID 1362 | mitochondrial fusion phenotypic screen, WT strain | inhibition, % at 10 µM | 190,000 compounds, 2.1% hits; in the data active = inhibition above about 58%; tested in S. cerevisiae
Salmonella PhoP GFP: PhoP-dependent GFP reporter repression – Salmonella Typhimurium, primary screen (AID 1863); one-dose inhibition, % at 50 µM; IC50 in µM for titrated hits; S. Typhimurium PhoP-regulated promoter GFP reporter, 4 h; higher % means a stronger effect; 300,000 compounds, 0.16% hits;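 active = inhibition over 29.93%, a cutoff 3 SD above the screen mean, later confirmed by dose response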;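 note: 0% = low Mg2+ inducing control and 100% = high Mg2+ repressing control; strong numbers were not always called active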
Large T inhibition: TAg ATPase/helicase activity blockers – biochemical (AID 1903); SV40 large T antigen ATPase/helicase inhibition assay; higher % means a stronger effect; inhibition, % at 20 µM; hits with a dose series show IC50 in µM; 310,000 compounds, 0.39% hits; in the data active = a potency from the dose series; note: strong numbers were not always called active
West Nile virus CPE: West Nile virus antiviral activity, cell-based, CPE readout (AID 1621); West Nile virus-infected cells, CPE inhibition; higher % means a stronger effect; one-dose CPE inhibition, % at 10 µM; IC50 in µM for titrated hits; 290,000 compounds, 0.02% hits; in the data active = a potency from the dose series; note: strong numbers were not always called active
WT yeast gro inh mutant strain: recorded beside WT yeast gro inh, whose call it bears; inhibition, %; mitochondrial fusion phenotypic screen, mutant strain inhibition
b-catenin transl cell count 5 µM: also measured in b-catenin transl; calls as there; cell count; measured here: cell count, cytotoxicity flag
T cell modulator vesicle-bound %: second read-out of T cell modulator, no call of its own (marks repeat the call); double positive events, %; measured here: CD8+ vesicle-bound cell fraction;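 binding gate set so that unloaded-vesicle control wells show 10% double positive cells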
Myeloid diff MLP GFP+ MAC1+ %: further read-out of Myeloid diff MLP, marked with its call; GFP+ MAC1+ double positive, %; measured here: differentiation confirmed by MAC1 staining
* marks the source's active call; other numbers are inactive results; i = inactive; · = no result given.

SMILES	b-catenin transl	b-catenin transl cell count 5 µM	RSV CPE inhibition	Rac1 GTP hydrolysis	T cell modulator	T cell modulator vesicle-bound %	Myeloid diff MLP	Myeloid diff MLP GFP+ MAC1+ %	WT yeast gro inh	WT yeast gro inh mutant strain	Salmonella PhoP GFP	Large T inhibition	West Nile virus CPE
COC(=O)Nc1ccc2c(c1)OCO2	-0.9	1221	1.1%	2%	i	42	i	0.9	9	-3	1%	4%	0.3%
CCCNC(=O)N1CCCC(C(=O)c2cccc(Cl)c2)C1 (stereo unspecified)	0.1	915	-0.9%	4%	i	40	i	0.2	1	2	-1%	23%	0.0%
CCC(C)(C)NC(=O)CN(C(=O)CNS(=O)(=O)c1ccccc1)c1ccc2c(c1)OCCO2	·	·	0.7%	-3%	i	28	i	0.6	·	·	-4%	11%	-0.2%
CCC(=O)Nc1nc(C)nc(C)c1C(C)=O	-0.6	780	0.1%	6%	i	36	i	0.4	-29	-26	-9%	6%	1.6%
COc1ccc(Nc2nc(N/N=C/c3ccc(N(C)C)cc3)nc(C)c2[N+](=O)[O-])cc1	-0.6	945	1.1%	3%	i	47	i	0.7	-4	-10	3%	9%	2.1%
O=C(CNc1ccc2ccccc2c1)N/N=C/c1cc2ccccc2nc1Cl	3.6	526	1.7%	9%	i	38	i	0.8	14	5	21%	11%	1.1%
O=C(CSc1n[nH]c(=O)[nH]c1=O)c1ccccc1	1.6	1061	1.0%	3%	i	34	i	0.2	-7	2	-11%	2%	0.2%
Cc1cc(OCc2ccc(C(=O)NN=C3CCCC3)cc2)ccc1Cl	-0.1	926	2.3%	7%	i	34	i	2.2	71	75	-3%	9%	-1.3%
CCOC(=O)Cc1csc(NC(=S)NC(=O)c2ccccc2C)n1	·	·	1.5%	2%	i	69	i	3.8	2	-6	-2%	8%	-0.1%
O=C(Nc1sc2c(c1C(=O)O)CCC2)c1cccc(Cl)c1	·	·	21%	8%	i	60	i	0.2	·	·	-1%	21%	-0.5%
Cn1cccc1Cc1nnc(SCC(=O)N2CCCC2)n1CCc1ccccc1	·	·	0.8%	-1%	i	26	i	1.9	11	9	-2%	13%	-0.4%
Cc1cc(C)cc(NC(=O)c2cccc3c2C(=O)N(C2CCCCC2)C3)c1	·	·	1.3%	8%	i	29	i	2.7	·	·	-10%	5%	0.8%
C[C@H](NC(=O)c1nc[nH]c1C(=O)NC(c1ccccc1)c1ccccc1)C(=O)OC(C)(C)C	-1.2	1198	-2.5%	13%	i	52	i	1.1	20	-2	-8%	2%	0.5%
O=C(CCC(=O)N1CCOc2ccccc21)N1CCCCC1	·	·	0.3%	6%	i	23	i	4.6	·	·	·	12%	-0.4%
Cc1nc2c3ccccc3nc(NNC(=O)CCC(=O)NCCN3CCN(c4ccccc4F)CC3)n2n1	·	·	-1.1%	7%	i	21	i	1.9	·	·	-7%	11%	-0.4%
COc1cc(CC(NC(C)=O)C(=O)NC2CCN(c3c4c(nc5ncnn35)CCC4)CC2)cc(OC)c1 (stereo unspecified)	-0.8	1520	-0.5%	·	i	38	·	·	-1	-6	9%	5%	0.1%
O=C(CN(c1ccc(F)cc1)S(=O)(=O)c1ccccc1)NCCSC1CCCCC1	1.1	1076	0.4%	6%	i	40	i	0.4	20	-22	2%	4%	-1.1%
O=C(CN1C(=O)CC(c2ccccc2)Sc2ccccc21)NCC1CCCO1 (stereo unspecified)	-1.8	1094	1.0%	7%	i	54	i	0.2	-11	1	-2%	8%	-0.2%
Nc1nc(-c2ccc(Oc3ccccc3)cc2)c(CC(=O)O)s1	·	·	0.9%	11%	i	31	i	4.5	·	·	-5%	5%	-0.3%
CC1CCN(C(=O)CN2C(=O)C(C)(C)Oc3ccc(C(=O)NC(C)C)cc32)CC1	·	·	0.9%	-1%	i	36	i	2.4	·	·	9%	2%	-0.1%
CCOCC(=O)Nc1ccc(Br)c(C)c1	1.4	1516	1.6%	·	i	48	i	0.3	7	-4	4%	0%	-0.1%
Cc1sc(NC(=O)/C=C/c2ccc(C(C)C)cc2)c(C#N)c1C	·	·	-1.1%	2%	i	18	i	1.5	-4	-13	4%	4%	-0.1%
CC(C)OC(=O)c1nnc(Cc2ccc(F)cc2)o1	-1.8	1223	2.6%	6%	i	30	i	1.1	5	5	-12%	15%	0.3%
Cc1ccc(N=Nc2c(O)[nH]c3ccc(F)cc23)cc1	4.1	979	0.2%	6%	i	17	i	1.3	·	·	0%	4%	1.9%
O=C(CSc1cccc2cccnc12)OCC(=O)c1ccc(Br)cc1	·	·	0.8%	7%	i	23	i	1.0	4	-4	2%	3%	-0.2%

Next section, overlapping the part above by six compounds.
SMILES	b-catenin transl	b-catenin transl cell count 5 µM	RSV CPE inhibition	Rac1 GTP hydrolysis	T cell modulator	T cell modulator vesicle-bound %	Myeloid diff MLP	Myeloid diff MLP GFP+ MAC1+ %	WT yeast gro inh	WT yeast gro inh mutant strain	Salmonella PhoP GFP	Large T inhibition	West Nile virus CPE
CC1CCN(C(=O)CN2C(=O)C(C)(C)Oc3ccc(C(=O)NC(C)C)cc32)CC1	·	·	0.9%	-1%	i	36	i	2.4	·	·	9%	2%	-0.1%
CCOCC(=O)Nc1ccc(Br)c(C)c1	1.4	1516	1.6%	·	i	48	i	0.3	7	-4	4%	0%	-0.1%
Cc1sc(NC(=O)/C=C/c2ccc(C(C)C)cc2)c(C#N)c1C	·	·	-1.1%	2%	i	18	i	1.5	-4	-13	4%	4%	-0.1%
CC(C)OC(=O)c1nnc(Cc2ccc(F)cc2)o1	-1.8	1223	2.6%	6%	i	30	i	1.1	5	5	-12%	15%	0.3%
Cc1ccc(N=Nc2c(O)[nH]c3ccc(F)cc23)cc1	4.1	979	0.2%	6%	i	17	i	1.3	·	·	0%	4%	1.9%
O=C(CSc1cccc2cccnc12)OCC(=O)c1ccc(Br)cc1	·	·	0.8%	7%	i	23	i	1.0	4	-4	2%	3%	-0.2%
CC1=C(C(=O)NCc2ccc3c(c2)OCO3)C2(CCC(C)CC2)OC1=O (stereo unspecified)	-1.1	1174	0.1%	0%	i	41	i	2.1	-9	-8	16%	2%	-0.4%
CCOc1ccc(Oc2ccccc2NC(=O)CN2C(=O)NC3(CCCC3)C2=O)cc1	·	·	-0.8%	2%	i	0	i	0.3	·	·	2%	22%	·
CC(C)(C)OC(=O)N1CCC(CC2CC(c3ccncc3)=NO2)(C(=O)O)CC1 (stereo unspecified)	·	·	-0.7%	0%	·	·	i	1.1	·	·	·	8%	·
C/C(CCc1ccccc1)=N\NC(=O)c1ccc(CN2CCOCC2)cc1	-3.8	1146	1.7%	3%	i	38	i	0.0	-7	-9	-13%	6%	0.0%
O=C(NC1(C(F)(F)F)N=C(c2ccccc2)NC1=O)c1ccccc1 (stereo unspecified)	0.6	930	1.0%	6%	i	25	i	1.6	7	-37	-1%	3%	-0.2%
CCn1c(=N)c(S(=O)(=O)c2ccccc2)cc2c(=O)n3ccccc3nc21	0.4	1576	2.5%	6%	i	21	i	0.2	0	-5	9%	6%	-1.2%
O=C(c1ccccc1Cl)N1N=C(c2ccc(Br)cc2)CC1c1nc2ccccc2[nH]1 (stereo unspecified)	·	·	57%	1%	i	35	i	0.6	73*	65*	4%	6%	-0.7%
COc1ccccc1C1CC(c2ccc(NS(C)(=O)=O)cc2)=NN1S(=O)(=O)c1ccccc1 (stereo unspecified)	·	·	4.6%	9%	i	23	i	0.5	·	·	2%	4%	0.0%
O=C(NCC1CCCN1S(=O)(=O)c1cccs1)c1cccc([N+](=O)[O-])c1 (stereo unspecified)	·	·	1.8%	5%	i	44	i	0.3	·	·	0%	11%	·
CN(CCOC(=O)c1ccccc1)Cc1ccccc1	-1.9	964	4.5%	8%	i	41	i	0.8	-18	-28	12%	13%	-0.3%
CCOC(=O)c1c(-c2ccccc2)csc1NC(=O)c1ccc(S(=O)(=O)N2CC(C)OC(C)C2)cc1 (stereo unspecified)	-1.2	1038	0.9%	4%	i	34	i	0.9	-10	-3	13%	7%	0.0%
CCCOc1ccc(C(=O)Nc2ccc(S(=O)(=O)N3C[C@@H]4C[C@@H](C3)c3cccc(=O)n3C4)cc2)cc1	·	·	18%	6%	i	27	i	2.0	·	·	·	·	·
O=C(NC(n1ccc(=O)[nH]c1=O)C(Cl)(Cl)Cl)C12CC3CC(CC(C3)C1)C2 (stereo unspecified)	0.4	1194	1.5%	9%	i	61	i	0.7	·	·	4%	-30%	0.0%
COc1ccc(N/C(=N\c2nc(C)cc(C)n2)NC(C)=O)cc1OC	0.8	1070	4.2%	9%	i	29	i	0.5	14	20	1%	6%	0.7%
CCc1nn(C(C)C(=O)NCCc2ccc(OC)c(OC)c2)c(=O)c2cc3occc3n12 (stereo unspecified)	1.3	926	0.7%	6%	i	51	i	1.5	-3	-4	0%	2%	0.5%
Cc1cccc2sc(N(CCCN(C)C)C(=O)c3ccc(C(=O)c4ccccc4)cc3)nc12	·	·	16%	15%	i	30	i	6.5	·	·	4%	3%	2.9%
O=c1c(-c2n[nH]c(=S)o2)cccn1Cc1ccccc1	0.6	1087	0.3%	-1%	i	62	i	0.0	-4	5	-7%	5%	-0.1%
O=C(Cn1cnc2ccccc2c1=O)NCCC(=O)Nc1ccc2c(c1)OCCO2	-0.4	1205	-0.3%	6%	i	55	i	1.4	7	7	1%	-5%	0.0%
CCC(Sc1nc2n[nH]c(C)c2c(=N)n1-c1cccc(Cl)c1)C(=O)NCCOC (stereo unspecified)	5.3	1296	4.7%	-6%	i	51	i	1.3	-7	21	1%	14%	-0.1%
COc1cc(C(CC(=O)N2CCCC2)c2c(OC)cc(OC)c3c(-c4ccccc4)cc(=O)oc23)cc(OC)c1OC (stereo unspecified)	-2.3	1176	5.4%	10%	i	38	i	1.9	·	·	2%	11%	-1.0%

Compounds were not picked by outcome, and some 3.6% of all compounds hit somewhere here.
